TSHR antag: human thyrotropin receptor antagonism | TSHR-expressing cells, TSH-stimulated cAMP HTRF, 2 h; stronger effect = lower value | 330,000 tested, 0.2% active | activity change, negative = inhibition, % at 11.5 µM;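 active = activity change below a set negative limit, meaning inhibition stronger than a set level, cut at about -70% in these data; inconclusive = activity change between two set negative limits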; note: % is set by controls: 0 for no effect and ±100 for the full control effect
Target sequence (P16473 whole entry, looked up): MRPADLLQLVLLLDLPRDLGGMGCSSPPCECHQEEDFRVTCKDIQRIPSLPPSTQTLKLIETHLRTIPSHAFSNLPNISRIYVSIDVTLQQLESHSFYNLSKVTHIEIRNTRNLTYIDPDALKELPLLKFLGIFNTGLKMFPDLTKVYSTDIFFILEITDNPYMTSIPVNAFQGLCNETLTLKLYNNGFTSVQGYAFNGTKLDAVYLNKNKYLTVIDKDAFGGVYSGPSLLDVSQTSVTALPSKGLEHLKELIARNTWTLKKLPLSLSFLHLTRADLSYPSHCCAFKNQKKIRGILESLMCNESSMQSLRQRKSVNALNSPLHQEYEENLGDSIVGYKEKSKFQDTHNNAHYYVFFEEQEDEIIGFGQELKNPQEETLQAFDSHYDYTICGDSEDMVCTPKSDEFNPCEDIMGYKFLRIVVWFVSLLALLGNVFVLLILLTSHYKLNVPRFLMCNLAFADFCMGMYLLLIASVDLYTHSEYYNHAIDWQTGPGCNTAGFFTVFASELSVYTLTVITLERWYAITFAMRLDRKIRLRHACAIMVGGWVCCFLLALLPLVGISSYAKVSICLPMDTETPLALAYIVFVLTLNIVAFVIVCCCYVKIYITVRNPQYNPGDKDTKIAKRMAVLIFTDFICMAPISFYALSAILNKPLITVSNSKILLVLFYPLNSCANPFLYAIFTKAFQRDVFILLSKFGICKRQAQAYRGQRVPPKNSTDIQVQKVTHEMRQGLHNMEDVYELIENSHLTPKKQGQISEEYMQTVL
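Read-out is FRET at 665 nm (cryptate excitation 337 nm) from a cryptate-tagged anti-cAMP antibody, competed by cell cAMP against cAMP-d2. Compounds are tested on freshly harvested TSHR cells challenged with 4nM TSH (EC80) for 2 hours at 37 deg C.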
TSG101-PTAP inh: blocks PTAP/TSG101 interaction to inhibit HIV-1 budding; 340,000 tested, under 10 active; Q99816; Fluorescence polarization, FITC-PTAP peptide / Tsg101 binding; AID 493005; Potency, µM (doses to about 115 µM), inactives show at the highest dose activity change, negative = inhibition, actives largely listed as inhibitors; active = well fitted inhibition curve with a large enough effect in the main read-out, with a control signal flat, not every such curve was filed as active; inconclusive = small, poorly fitted or top-dose-only effect, or effect the other way, or a change in a side signal; inactive = no such curve, though single readings can be large or run the other way; note: potency is the fitted concentration of half-maximal effect; % of control where 0% means no effect
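Fluorescence anisotropy tracks displacement of a FITC-tagged PTAP peptide (50 nM) from the Tsg101 binding domain (10 uM), following a 20 min room-temperature incubation at pH 7.5.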
TCR activator: activators of T cell receptors. 330,000 tested, under 10 active. Potency, µM (series often up to 9.22 µM), for the others: at the top dose activation of IL-2 secretion, actives largely listed as activators. primary human leukocytes, anti-CD3, IL-2 HTRF, 48 h; note: % of control where 0% means no effect
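Primary human leukocytes receive a-CD3 beads and test compound and are incubated 48 hr. Secreted IL-2 is then assayed by HTRF, measuring 665nm acceptor emission after 320nm excitation of the europium donor.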
ASM inhibitor: inhibitors of human secretory acid sphingomyelinase | P17405 | placental ASM, HMU-PC fluorogenic substrate, 60 min | Potency, µM (highest dose often 57.5 µM), inactives show at the top dose activity change, negative = inhibition, hits mostly inhibitors | 340,000 tested, 0.006% active; note: potency is the fitted concentration of half-maximal effect
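qHTS format. ASM enzyme prepared from human placenta hydrolyses the fluorogenic substrate HMU-PC0 (9 uM final) over 60 min at 37 °C after a 10 min compound preincubation.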
Mito fusion act: mitochondrial division inhibition or fusion activation | S. cerevisiae fusion-defective mutant growth rescue, CellTiterGlo 48 h | Potency, µM (titrated, usually from 46.1 µM), for inactives: at the highest dose growth rescue (activation), most hits filed as activators | 320,000 tested, 0.23% active | AID 485298;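 note: potency is the fitted concentration of half-maximal effect; % of control where 0% means no effect; nearly all actives have a fitted effect of over 45% in size; temperature-sensitive fusion mutants such as fzo1-1 at 37 °C on non-fermentable ethanol glycerol medium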
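Growth-rescue viability read-out: after 48 h at the non-permissive 37C in glycerol/ethanol YPEG, yeast mitochondrial fusion mutants are measured by CellTiterGlo luminescence; compounds (23 nl pinned per well) restoring growth score as division inhibitors or fusion activators.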
CXXC DNA block: inhibitors of human MLL CXXC domain-DNA interaction | Potency, µM (highest dose often 115 µM), for the others: top-dose activity change, negative = inhibition, most hits filed as inhibitors | 290,000 tested, 0.037% active | MLL-CXXC / FITC-HOXA9 DNA fluorescence polarization; active = well fitted inhibition curve with a large enough effect in the polarisation, with a control signal flat, not every such curve was filed as active; inconclusive = small, poorly fitted or top-dose-only effect, or effect the other way, or a change in a side signal; inactive = no such curve, though single readings can be large or run the other way; the % refers to the polarisation; note: potency is the fitted concentration of half-maximal effect
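Steps: dispense CXXC domain solution (7 uM) → pin compounds or unlabeled HOX-A9 DNA control → 5 min ambient → add FLSN-HOX-A9 solution (50 nM) → spin → 30 min ambient → fluorescence polarization. Tris pH 7.5/NaCl/DTT/BSA buffer.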
a7 integrin act: integrin-mediated muscular dystrophy alleviation activation; alpha7betagal myoblasts, beta-gal FDG fluorescence, 48 h; Potency, µM (doses to about 38.3 µM), for inactives: at the highest dose activation, usual class: activators; 350,000 tested, 0.064% active; AID 624291;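 note: potency is the fitted concentration of half-maximal effect; 100% = response of the positive control SU9516; nearly all actives have a fitted effect of over 60% in size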
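Alpha7betagal+/- myoblasts (passage 13) were plated 16-24 hr, then exposed to compounds (1:260 dilution of DMSO stock) for 48 hours at 37C. After MPER lysis, β-galactosidase reporter activity was read as FDG fluorescence (ex 480/em 540) after 30 minutes.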
Menin MLL FP TR: menin-MLL binding inhibition, Texas Red mutant peptide; O00255; Menin + Texas Red MLL mutant peptide, fluorescence polarization; Potency, µM (top dose mostly 61.6 µM), inactives show at the top dose FP activity change, negative = inhibition, hits mostly inhibitors; 270,000 tested, 0.23% active; AID 1768; active = well fitted inhibition curve with a large enough effect in the polarisation, with a control signal flat, not every such curve was filed as active; inconclusive = small, poorly fitted or top-dose-only effect, or effect the other way, or a change in a side signal; inactive = no such curve, though single readings can be large or run the other way; the % refers to the polarisation; note: potency is the fitted concentration of half-maximal effect; % of control where 0% means no effect; many of its hits are not listed in these tables
MBNL1-CUG inh: MBNL1-poly(CUG) RNA binding inhibition | TR-FRET MBNL1-His/biotin-(CUG)12 binding, 665/545 ratio | 280,000 tested, 0.036% active | AID 2675 | Potency, µM (series often up to 57.5 µM), for inactives: top-dose activity change, negative = inhibition, usual class: inhibitors; active = well fitted inhibition curve with a large enough effect in the signal ratio, with a control signal flat, not every such curve was filed as active; inconclusive = small, poorly fitted or top-dose-only effect, or effect the other way, or a change in a side signal; inactive = no such curve, though single readings can be large or run the other way; the % refers to the signal ratio; note: potency is the fitted concentration of half-maximal effect; % is set by controls: 0 for no effect and ±100 for the full control effect
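MBNL1-His + Biotin-(CUG)12, cpd titration 92 nM–58 uM; Tb anti-His Ab 0.055 ng/ul, SA-XL665 5 nM (final); 60 min RT; ratiometric 665/545 nm, Ex 340 nm; normalized to buffer and full-complex controls.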
A-T KAP1 phos: candidate therapy for ataxia-telangiectasia. 320,000 tested, 0.19% active. Potency, µM (series often up to 57.5 µM), for the others: top-dose activation, hits mostly activators. […] A-T fibroblasts, KAP-1 phosphorylation AlphaLISA; neocarzinostatin DNA damage 30 min before lysis; note: potency is the fitted concentration of half-maximal effect; % of control where 0% means no effect; nearly all actives have a fitted effect of over 45% in size
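ATM-like activity read as KAP-1 phosphorylation via AlphaLISA donor/acceptor antibody pairs after lysis and 6 hr at 25C. Cells were ATM-null patient fibroblasts ([…], hTERT), dosed 60 min, then exposed to the DSB inducer NCS for 30 min.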
* marks the source's active call; other numbers are inactive results; ? = inconclusive; · = no result given; [ ] = another dose, or the depositor's remark. Unless noted, calls come from the whole dose curve; as a rule, active = well fitted curve in the direction sought with a large enough effect; inconclusive = small, poorly fitted or top-dose-only effect, or another doubt; inactive = no such curve, though single readings can be large; an effect the other way counts as inactive or inconclusive. An excerpt; rates above refer to the full screens.

SMILES	TSHR antag	TSG101-PTAP inh	TCR activator	ASM inhibitor	Mito fusion act	CXXC DNA block	a7 integrin act	Menin MLL FP TR	MBNL1-CUG inh	A-T KAP1 phos
C=CCSc1nnc2nc3c(nn12)c1cc(C)ccc1n3CC=C	-2	0%	0%	-10%	14%	-5%	2%	?	?	24%
C[C@@H]1CN([C@H](C)CO)C(=O)Cc2cc(NS(=O)(=O)c3ccc(F)cc3)ccc2O[C@H]1CN(C)Cc1ccc(C(=O)O)cc1	-5	-1%	6%	6%	·	·	-21%	·	·	0%
Cc1oc(C(C)(C)C)cc1C(N)=O	36	-3%	-7%	-3%	-3%	-3%	-1%	·	-10%	1%
Cc1ccc(-c2ccc(SCC(=O)Nc3cc(C)on3)nn2)cc1	-2	1%	2%	2%	3%	-5%	-12%	?	-2%	3%
C=C(C)C1CC=C(C)/C(=N\NC(=S)Nc2ccc(C)cc2)C1 (stereo not drawn)	-18	0%	0%[46.1 µM]	3%	0%	-2%	22%	-6%	·	·
CCCn1c(SC2C(=O)CC(C)(C)CC2=O)nc2c1c(=O)n(C)c(=O)n2C	-7	-2%	0%	-2%	1%	0%	13%	4%	-6%	-1%
CCOC(=O)c1c(C)[nH]c(C(=O)COC(=O)CCS(=O)(=O)c2ccc(C)cc2)c1C	1	-2%	-7%[46.1 µM]	2%	-11%	-3%	?	-7%	·	2%
CCC1CCCCN1CCCNC(=O)c1ccc2c(c1)N(Cc1c(F)cccc1Cl)C(=O)CS2 (stereo not drawn)	5	-3%	2%	0%	0%	0%	-5%	·	4%	-3%
O=c1[nH]nc(Cc2ccccn2)c2ccccc12	-12	-5%	3%	2%	2%	-2%	0%	-3%	-3%	10%
CC(C)C(NS(=O)(=O)c1cccc(C(F)(F)F)c1)C(=O)N1CCc2ccccc2C1 (stereo not drawn)	2	2%	4%	-6%	5%	21%	0%	-13%	1%	-9%
CCC(C)NC(=O)CN(C)S(=O)(=O)c1ccc2c(c1)c(=O)n(C)c(=O)n2C (stereo not drawn)	11	-3%	4%	1%	0%	-3%	-3%	-1%	-5%	-4%
C/C(O)=C(\N=Nc1cc(C)ccc1O)C(N)=O	-5	0%	2%	-10%	4%	3%	-24%	?	?	-1%
Cc1ccc(C)c(OCC(=O)Nc2cc(NC(=O)COc3cc(C)ccc3C)cc(C(=O)O)c2)c1	-7	-2%	-8%	9%	-1%	-22%	32%	67%[activator]	-3%	-6%
Cc1cc(S(=O)(=O)N2CCOCC2)c(C)s1	-7	0%	1%	2%	9%	0%	0%	7%	0%	9%
Cc1ccc(N(Cc2cc(=O)[nH]c3ccccc23)C(=O)CCl)cc1	2	0%	-6%	2%	-25%	10%	-60%[inhibitor]	10µM*	24%	14%
O=S(=O)(NCCOc1ccccc1Cl)c1ccc2oc3ccccc3c2c1	·	-3%	-16%	?	·	·	-4%	·	·	·
COc1cc([N+](=O)[O-])ccc1NC(=O)/C=C/C(=O)O	37	-5%	0%	-4%	8%	-3%	-18%	22%	?	19%
CC(Sc1nnnn1C)C(=O)Nc1nc(-c2ccc(F)c(F)c2)cs1 (stereo not drawn)	1	-3%	0%	-2%	17%	·	-3%	·	·	-9%
Cn1c(N)c(C(=O)c2cc(-c3ccccn3)nc3ccccc23)c(=O)[nH]c1=O	-11	-2%	-2%	1%	2%	-5%	-11%	-3%	12%	6%
Cc1cc2nc(-c3ccccn3)c(-c3ccccn3)nc2cc1C	2	·	·	·	-20%	2%	·	4%	?	-1%
CCC(C(=O)O)P(=O)(c1ccc(Cl)cc1)c1ccc(Cl)cc1 (stereo not drawn)	-2	-1%	2%	1%	0%	-12%	25%	9%	-3%	-1%
Cc1cc(C)nc(NN=CC2=C(N3CCOCC3)/C(=C/c3ccc(Cl)cc3)CC2)n1	·	-2%	-4%	15%	·	·	8%	·	·	·
CCOC(=O)C1CCCN(S(=O)(=O)c2ccc3c(c2)NC(=O)CO3)C1 (stereo not drawn)	-4	-1%	2%	1%	0%	3%	-7%	·	-2%	-7%
COc1cc(/C=N/Nc2nc3c(c(=O)n(C)c(=O)n3C)n2Cc2ccccc2)ccc1OC(=O)c1ccco1	-39	-2%	1%[46.1 µM]	-29%	17%	35%[activator]	-47%[inhibitor]	2%	-11%	-9%
COC(=O)c1ccc(C(=O)OC)c(NC(=O)COC(=O)C2CCC(C(C)(C)C)CC2)c1 (stereo not drawn)	-5	-2%	2%	1%	2%	-1%	23%	0%	3%	-6%
O=C(CSc1nc2ccccc2[nH]1)N=Nc1c(O)[nH]c2ccccc12	-4	-9%	4%[46.1 µM]	-5%	-5%	-7%	26%	10%	?	4%
CCCC[C@@H](CN[C@H](C)CNC)NCC1CCC(C(C)(C)C)CC1 (stereo partly drawn)	-4	-5%	-2%	8%	-13%	54%[activator]	-40%[inhibitor]	?	-4%	-4%
Cc1cnc(NC(=O)CCNC(=O)c2ccccc2Cl)s1	7	-1%	0%	0%	11%	8%	57%	7%	-12%	-3%
COc1ccnc(-n2cccc2/C=N/O)c1C#N	-3	-5%	4%	0%	0%	0%	4%	8%	10%	4%
CCc1ccc(N2CC(C(=O)Nc3nnc(CC)s3)CC2=O)cc1 (stereo not drawn)	-2	0%	3%	-3%	2%	-13%	-12%	0%	-23%	·
CCCC(=O)c1c(NC)cc(C)oc1=O	44	-5%	-3%	5%	-11%	12%	8%	-6%	-7%	4%
COc1cc(C)c(S(=O)(=O)NC2CC(C)(C)NC(C)(C)C2)cc1C	2	-1%	2%	5%	-2%	-3%	-5%	3%	2%	·
Cn1c(SCC(=O)Nc2cc(Cl)cc(Cl)c2)nnc1-c1ccc2nonc2c1	-32	1%	-4%	-1%	2%	7%	-39%	·	4%	13%
CCC(c1nnc(SCc2nc3ccccc3s2)n1Cc1ccccc1)N(C)C (stereo not drawn)	-2	-2%	7%	3%	-4%	17%	-19%	-10%[11.7 µM]	-14%	12%
Cc1ccc(OC(=O)CCC(=O)OCCCC(F)(F)C(F)(F)F)cc1	4	-14%	-5%	-2%	1%	6%	-2%	-20%	-4%	-3%
Fc1ccccc1NC(=S)N1CCN(c2ccccn2)CC1	-8	-2%	7%[46.1 µM]	-1%	-10%	3%	-7%	14%	-22%	-4%
N#Cc1cc2cc3c(cc2nc1N1CCCCC1)OCCO3	2	-15%	-5%	206%[activator]	11%	-7%	0%	1%	?	5%
COc1ccc(-c2nc(N)ncc2-c2csc(C)n2)c(O)c1	2	-7%	1%	-4%	-4%	2%	14%	-1%	0%	-15%
CC(C)NC(=O)COC(=O)CNC(=O)c1cc(Cl)cc([N+](=O)[O-])c1	-8	-4%	-9%[46.1 µM]	3%	0%	3%	?	3%	?	0%
O=C(c1cccc(OC2CCN(Cc3ccc(F)cc3)CC2)c1)N1CCCC1	-6	0%	-8%	-2%	0%	0%	20%	-29%	0%	-1%
COc1ccc(NC(=O)c2c(C)oc3c2CCCC3)cc1	-7	-13%	-41%	-3%	-1%	-1%	11%	5%	1%	9%
Cc1ccc(C(NC(N)=O)c2ccccc2)cc1 (stereo not drawn)	44	-6%	6%	1%	-4%	2%	5%	·	-19%	8%
CC(=O)N1CCc2cc(S(=O)(=O)N3CC(C)CC(C)C3)ccc21 (stereo not drawn)	-11	-6%	-3%	-2%	2%	-1%	-32%[inhibitor]	·	0%	1%
O=C(NCCc1ccc(Cl)cc1Cl)c1cc([N+](=O)[O-])c[nH]c1=O	?	-3%	1%	-4%	-1%	-8%	-11%	?	1%	3%
Cc1cc(C(C)(C)C)cc(S(=O)(=O)NCC(=O)O)c1C	7	-3%	0%	-2%	19%	-14%	4%	-15%	-6%	·
O=S(=O)(NCc1ccccc1)c1ccc(Br)c2nsnc12	-13	-4%	5%	-2%	4%	13%	-12%	·	?	-11%
CCN(CC)c1ccc(/C=N/NC(=O)c2cccc(S(=O)(=O)N3CCOCC3)c2)c(O)c1	-22	-6%	2%	57%	-5%	43%[activator]	7%	?	1%	-4%
COc1ccc(-c2cc(C(=O)Nc3cc(C)ccc3O)no2)cc1	0	-7%	-3%	4%	4%	10%	16%	?	-2%	5%
COc1ccc(C/C(N)=N/OC(=O)c2ccc(Cl)cc2)cc1	-8	0%	·	1%	-9%	1%	5%	13%	-6%	4%
COc1cc(OC)cc(C(=O)N2CCN(Cc3cccc(F)c3)CC2)c1	-4	-9%	-4%	-4%	-4%	-9%	10%	-11%[11.7 µM]	6%	7%
